# Rev-erbA mod: modulators of Rev-erb alpha DNA binding, primary screen, biochemical, FITC-DNA, fluorescence polarization, uHTS; activity, % at 10 µM; AID 1259318, 2017; 0.79% of 370,000 active; Rev-erbα–FITC-DNA binding, 90 min; Nuclear receptor subfamily 1 group D member 1 (Homo sapiens), P20393;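 active = activity above about 14%, limit read from the data; passing the limit was not always enough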;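 note: 0% = DMSO wells with 35 nM protein and 100% = DMSO wells with 750 nM protein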
# Target sequence (P20393 whole entry, looked up): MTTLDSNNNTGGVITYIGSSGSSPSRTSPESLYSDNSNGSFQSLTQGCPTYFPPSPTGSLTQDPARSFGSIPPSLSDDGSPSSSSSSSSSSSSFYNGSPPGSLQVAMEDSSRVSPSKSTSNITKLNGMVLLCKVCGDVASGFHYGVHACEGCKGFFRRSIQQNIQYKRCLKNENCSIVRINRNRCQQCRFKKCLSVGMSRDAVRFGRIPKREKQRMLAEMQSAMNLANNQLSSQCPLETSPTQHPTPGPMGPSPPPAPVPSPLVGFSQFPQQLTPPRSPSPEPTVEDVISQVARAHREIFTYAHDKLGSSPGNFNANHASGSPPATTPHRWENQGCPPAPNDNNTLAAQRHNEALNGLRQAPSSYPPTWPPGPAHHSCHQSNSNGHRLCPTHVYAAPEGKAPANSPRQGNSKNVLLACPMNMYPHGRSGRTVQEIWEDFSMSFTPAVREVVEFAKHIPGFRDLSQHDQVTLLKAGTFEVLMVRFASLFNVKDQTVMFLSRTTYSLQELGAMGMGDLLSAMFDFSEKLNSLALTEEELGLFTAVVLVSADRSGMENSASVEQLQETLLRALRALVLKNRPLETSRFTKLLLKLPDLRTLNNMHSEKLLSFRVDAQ
# DAX1 inh-1: DAX1 (NR0B1) inhibitors on StAR promoter, primary screen, cell-based, luminescence, SF-1 (NR5A1), full-length DAX-1 | HEK293T StAR-luciferase reporter, SF-1/DAX-1 repression relief | inhibition, % at 6.8 µM | 1.1% of 370,000 active | AID 652010, 2013;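 active = inhibition above the mean over all tested compounds plus 3 SD, cut at about 3.6% in these data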;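 note: 0% = DAX-1 cells with DMSO and 100% = cells lacking DAX-1 with DMSO; higher inhibition means more luminescence from relief of DAX-1 repression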
# sPLA2-III inh: human group III sPLA2 inhibitors, primary screen, biochemical, QFRET, BODIPY PC-A2 liposome substrate. AID 743126, 2013. QFRET BODIPY PC-A2 liposome hydrolysis, fluorescence. inhibition, % at 12.2 µM. 0.56% of 370,000 active;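 active = inhibition above mean plus 3 SD of compounds lying within the high and low control bounds, cut at about 19% in these data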;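 note: 0% = median of test compound wells and 100% = no enzyme DMSO wells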
# hgDAF12 agonist: H. glycines DAF-12 receptor agonists, primary screen, cell-based, luminescence, HEK293, GAL4 fusion, UAS-luciferase | AID 687014, 2013 | Nuclear hormone receptor DAF-12 (Heterodera glycines), GAL4 fusion | 1.8% of 370,000 active | activation, % at 6.8 µM | HEK293 GAL4-hgDAF12 UAS-luciferase reporter, agonist luminescence; normalized to butyrate control;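 active = activation above a cutoff set at the mean of all screened compounds plus 3 SD, cut at about 10% in these data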;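 note: 0% = DMSO wells and 100% = sodium butyrate wells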
# GAA850 FXN act: FXN promoter activators, primary screen, cell-based, luciferase luminescence, HEK293 lucGAA850; HEK293 lucGAA850 FXN promoter luciferase reporter, 24 h; percent of 10 µM SAHA response; activation, % at 6 µM; 0.56% of 360,000 active; AID 540364, 2011;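 active = activation above the average of all compounds screened plus 3 SD, cutoff fixed separately per campaign, cut at about 7.5% in these data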;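 note: 0% = DMSO wells and 100% = 10 µM SAHA wells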
# hcDAF12 agonist: H. contortus DAF-12 nuclear receptor activators, primary screen, cell-based, luminescence, HEK293, lit1-tk-luc reporter; HEK293 hcDAF-12 lit1-tk-luc reporter; 0% DMSO, 100% Δ7-dafachronic acid; activation, % at 6.8 µM; 1.4% of 370,000 active; AID 652067, 2013;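 active = activation above the mean of all tested compounds plus 3 SD, cut at about 5.5% in these data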;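 note: 100% = response to 3 µM Δ7-dafachronic acid high control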
# DAX1 inh-2: DAX1 (NR0B1) inhibitors, primary screen, cell-based, HEK293, Gal4-DAX1, luciferase luminescence; HEK293 Gal4-DAX1 luciferase reporter; inhibition, % at 6.75 µM; 0.99% of 340,000 active; AID 504766, 2011;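 active = inhibition above the mean over all tested compounds plus 3 SD, cut at about 4.2% in these data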;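 note: 0% = DAX1-transfected cells with DMSO and 100% = empty-vector control cells with DMSO; inhibition shows as a rise in luminescence from relieved DAX1 repression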
# Target sequence (P51843 207-470 limits assumed): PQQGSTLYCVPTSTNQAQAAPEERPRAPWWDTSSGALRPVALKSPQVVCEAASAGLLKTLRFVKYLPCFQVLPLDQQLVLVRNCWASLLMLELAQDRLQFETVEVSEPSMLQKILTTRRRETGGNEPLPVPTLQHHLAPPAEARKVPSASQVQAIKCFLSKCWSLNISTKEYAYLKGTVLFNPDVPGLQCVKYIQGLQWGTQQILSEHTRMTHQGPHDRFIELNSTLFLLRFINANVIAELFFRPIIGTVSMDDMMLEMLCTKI
# ssDAF-12 act: S. stercoralis DAF-12 nuclear receptor activators, primary screen, cell-based, luminescence, HEK293, GRIP1 co-expression, lit1-tk-luc; Nuclear hormone receptor DAF-12 (Strongyloides stercoralis); HEK293 ssDAF-12/GRIP1 lit1-tk-luc reporter; % of 3 µM dafachronic acid response; activation, % at 6.8 µM; 1% of 370,000 active; AID 652126, 2013;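 active = activation above the mean over all tested compounds plus 3 SD, cut at about 0.9% in these data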;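 note: 0% = DMSO-only wells and 100% = 3 µM delta7-dafachronic acid wells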
# SMARCA2 act: SMARCA2 (BRM) function activators, primary screen, cell-based, luminescence, high throughput; activation, % at 9.1 µM; 1% of 370,000 active; MG213 cells, MMTV-luciferase reporter, dexamethasone, overnight; AID 652017, 2013; in the data active = activation above about 7.8%;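 note: 0% = vehicle wells and 100% = reference activator wells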
# PG9 Ab binder: binders of HIV-1 gp120 antibody PG9, primary screen, biochemical, TR-FRET; inhibition, % at 6.7 µM; TR-FRET gp120-PG9 antibody binding; 0.43% of 360,000 active; HIV-1 gp120 / PG9 antibody interaction; in the data active = inhibition above about 8.5%
# PLC-beta3 inh: human PLC-beta3 inhibitors, primary screen, biochemical, fluorescence; Purified PLC-beta3, fluorogenic substrate; 1-phosphatidylinositol 4,5-bisphosphate phosphodiesterase beta-3 (Homo sapiens), Q01970; inhibition, % at 12.2 µM; 0.18% of 370,000 active; in the data active = inhibition above about 11%;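 note: 0% = median of compound wells on plate and 100% = full blocker control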
# * hit, by the source's call; i = inactive; . = no result given.
SMILES,Rev-erbA mod,DAX1 inh-1,sPLA2-III inh,hgDAF12 agonist,GAA850 FXN act,hcDAF12 agonist,DAX1 inh-2,ssDAF-12 act,SMARCA2 act,PG9 Ab binder,PLC-beta3 inh
Cc1ccc2nc(C)cc(N/N=C/c3cccc(O)c3)c2c1,-5,0.1,-10,0.1,0.6,-1.4,-1.9,-1.0,-1,2.6,-73
CCNC(=O)O/N=C(\C)c1sc(-c2ccc(Cl)cc2)nc1C,-3,2.2,-23,11*,1.9,5.4,2.1,0.1,4,-1.6,7
N#CCO/N=C(\c1ccccc1)c1ccncc1,-1,-0.6,1,1.2,5.0,-1.2,-0.5,-1.7,-1,0.9,4
O=C(NCCCl)Nc1cccc(Br)c1,-2,0.1,0,-0.4,3.1,-0.3,1.0,-2.0,-3,2.0,-3
COc1cccc(OCCSc2nnc3sc4ccccc4n23)c1,0,0.0,-5,1.0,2.4,-1.3,-1.6,-1.1,6,0.8,0
CCOC(=O)c1sc2c(c1C)C(c1cccs1)C1=C(CCCC1=O)N2 (stereo unspecified),4,-0.9,1,0.2,0.3,-2.5,-0.4,-1.7,-6,1.7,i
COc1cccc(N2CCN(c3ncnc4c3cnn4-c3ccc(C)cc3C)CC2)c1,5,-8.0,1,-16,-13,-8.3,-5.0,-3.2,-4,-0.9,-3
COCCn1c(C)cc(C(=O)CN2C(=O)NC3(CCCCCCC3)C2=O)c1C,-1,3.2,-25,8.2,5.9,3.8,1.8,-0.7,4,-3.6,-1
COc1cc(NC(=O)COC(=O)CC2CC3CCC2C3)cc(OC)c1 (stereo unspecified),-5,-1.3,-7,-0.1,1.2,-0.1,1.0,-1.4,-4,0.1,-2
O=C(CSc1nc(-c2ccc(F)cc2)cc(C(F)(F)F)n1)Nc1ccc2c(c1)OCO2,5,-0.2,14,1.4,1.9,0.7,-0.9,-0.8,-4,1.9,0
COc1ccc(N2CCN(S(=O)(=O)c3ccc(C(=O)NC4CCCC4)cc3)CC2)cc1,-5,-0.8,1,-1.7,2.3,-0.1,-0.9,-0.2,-3,-0.7,6
Cc1cccc(NC(=O)CN2C(=O)CNC2=O)c1,-1,-0.2,1,-0.1,-0.3,0.0,1.3,-1.1,-2,0.3,-2
CCOC(=O)Cc1csc(NC(=O)CN(C)S(=O)(=O)c2ccc3c(c2)CCC(=O)N3)n1,3,0.2,7,-1.7,-0.4,-2.0,-0.5,-1.5,-2,-1.0,-3
Nc1ncnc2c1CN(Cc1ccccc1)CC2,-7,-0.2,-3,8.8,1.9,1.0,-1.5,-0.5,3,-0.9,-1
Cc1c(N2C(=O)/C(=C/c3ccccc3)SC2=S)c(=O)n(-c2ccccc2)n1C,-3,-1.5,3,-1.4,1.2,-1.7,-1.2,-0.8,-2,-1.1,-1
COc1cccc(NC(=O)c2ccncc2)c1,-3,-0.1,-1,2.1,-1.9,0.5,0.5,-0.9,0,-0.9,-2
COc1cc(-c2cn(S(=O)(=O)c3cccc4nsnc34)nc2N)cc(OC)c1OC,-2,-0.2,-2,-2.2,-12,-2.5,-0.1,-1.2,-3,0.5,-2
O=C(CSc1cccc[n+]1[O-])Nc1cccc(S(=O)(=O)NC2=NCCCCC2)c1,6,-0.6,1,-1.4,0.0,-0.4,1.4,-0.9,5,-1.1,-4
CC(=O)N1c2ccc(S(=O)(=O)N3CCCC(C(=O)Nc4ccc(C)cc4C)C3)cc2CC1C (stereo unspecified),-1,-0.8,-8,-0.7,0.7,-1.9,-0.8,-2.3,-6,1.3,3
COCCN(C(=O)COC(=O)CCSc1ccc(F)cc1)c1c(N)n(Cc2ccccc2)c(=O)[nH]c1=O,4,1.1,-1,2.7,2.1,-0.2,-0.6,-0.4,0,-0.1,-7

# Reprinted at random: 2 records from the list
SMILES,Rev-erbA mod,DAX1 inh-1,sPLA2-III inh,hgDAF12 agonist,GAA850 FXN act,hcDAF12 agonist,DAX1 inh-2,ssDAF-12 act,SMARCA2 act,PG9 Ab binder,PLC-beta3 inh
COc1cccc(N2CCN(c3ncnc4c3cnn4-c3ccc(C)cc3C)CC2)c1,5,-8.0,1,-16,-13,-8.3,-5.0,-3.2,-4,-0.9,-3
COc1cc(-c2cn(S(=O)(=O)c3cccc4nsnc34)nc2N)cc(OC)c1OC,-2,-0.2,-2,-2.2,-12,-2.5,-0.1,-1.2,-3,0.5,-2

# The results go on.
SMILES,Rev-erbA mod,DAX1 inh-1,sPLA2-III inh,hgDAF12 agonist,GAA850 FXN act,hcDAF12 agonist,DAX1 inh-2,ssDAF-12 act,SMARCA2 act,PG9 Ab binder,PLC-beta3 inh
Cc1ccccc1N1CCN(C2CCCN(C(=O)c3ccnn3C)C2)CC1 (stereo unspecified),4,1.6,3,0.1,0.8,-1.9,0.9,-1.3,1,-0.7,-7
Cc1ccccc1CNC1CCC12CCC(c1ccccc1)CC2 (stereo unspecified),3,.,6,1.6,.,-0.8,.,-1.1,.,.,2
O=C(/C=C/c1ccc(Cl)c([N+](=O)[O-])c1)c1ccc(O)cc1,-2,-0.9,-9,-0.9,3.8,-0.2,-0.2,-1.4,-1,1.7,1
Cc1cc2c(NCCc3ccccc3)ncnc2s1,2,-1.0,-3,-0.8,-1.1,-3.7,-4.0,-2.3,-3,-0.1,-7
Cc1cc(C(=O)OCC(=O)N2CC(C)CC(C)C2)c(C)o1 (stereo unspecified),-1,0.5,-3,-2.3,-1.5,1.9,0.3,-1.0,-2,-0.1,0
O=C(O)/C=C/c1cccc(OCc2ccccc2)c1,-5,0.6,0,-3.6,-2.1,-0.8,0.5,-0.7,-5,1.1,-3
Cc1ccc(CN2CCC2(C)C(=O)NC2CCc3ccccc32)cc1 (stereo unspecified),2,-0.3,-2,0.8,0.6,-1.6,.,-0.9,-4,-0.7,2
N/C(Cc1ccc(Cl)cc1)=N\OC(=O)c1ccc2ccccc2c1,2,1.1,-5,2.6,0.8,2.2,-0.1,0.0,-1,0.0,1
CCCNC(=O)c1ccc(N2CCC3(CC2)CC(c2ccccc2)=NO3)c(NC(=O)c2cccc(C)c2)c1,7,-0.1,6,-0.9,2.0,-1.9,-1.2,-1.6,0,-0.8,4
COc1ccc(Cc2[nH]n3c(=O)c(Cl)c(C)nc3c2-c2ccccc2)cc1,-4,0.4,-1,-1.8,1.5,-2.0,-0.1,-0.6,-1,-0.7,-12
O=C(NCCc1ccccc1)c1ccc(Br)o1,1,1.1,6,8.2,2.4,1.8,3.2,-0.2,3,0.9,1
O=C(NCc1ccc2c(c1)OCO2)c1c(F)c(F)c(F)c(F)c1F,2,-0.1,-2,2.8,-1.0,-0.1,-0.5,-1.1,-2,1.2,4
CCCCNC(=O)NS(=O)(=O)c1ccc(NC(=O)CSc2ncnc3scc(-c4ccc(C)cc4)c23)cc1,-4,-0.3,-57,4.0,.,2.7,.,0.1,-2,.,-5
COc1ccc(/C=C2\SC(=O)N(CCNC(=O)C3CC4C=CC3C4)C2=O)cc1 (stereo unspecified),-5,5.5*,-4,21*,6.2,3.0,3.0,-0.4,5,-0.4,-2
CN(C(=O)c1cccc(NC(=O)C2CCN(C(=O)OC(C)(C)C)CC2)c1)C1CCC1,4,-0.8,-9,-2.4,-1.3,-2.4,-1.3,-1.7,-1,0.8,5
O=C(CSc1nncn1-c1ccccc1)N1CCCC1,-5,0.3,-2,1.2,2.4,-3.1,0.0,0.5,1,-0.9,5
Cc1c(C(=O)C(C)C)n(C)c2ccccc12,-3,0.9,-5,1.6,2.7,0.2,0.5,-0.5,1,-1.9,-32
CCN1CCN(c2nc3c(C)cccn3c(=O)c2/C=C(\C#N)C(=O)NC)CC1,4,0.0,4,0.4,3.2,-0.8,-0.1,-0.9,0,-2.9,-45
COc1ccc(N=Cc2ccc(-c3ccccc3)o2)cc1,4,0.2,-1,2.6,-0.4,0.5,1.1,-1.3,0,0.1,-9
Nc1nc(=S)c2ncn(C3CCCC3)c2[nH]1,2,0.0,7,-1.3,1.7,-0.3,0.5,-1.5,3,-1.4,1
CCc1nc2c(OCc3ccc(C(=O)OC)cc3)cccn2c1N(C)C(=O)c1ccc(OC)cc1,5,0.2,-2,-0.6,-1.4,-2.3,.,-1.5,0,-1.3,-4
O=C(Nc1ccc(C(=O)N2CCCCC2)cc1)c1ccccc1Cl,-2,0.8,-7,4.6,1.1,-1.3,1.3,-1.3,-1,0.8,0
CCOC(=O)c1c(NC(=O)C2CC=CCC2C(=O)O)sc(C)c1CC (stereo unspecified),-11,0.2,-6,0.3,0.4,1.6,1.3,0.1,0,1.3,-12
COCCOC(=O)C1=C(N)OC2=C(C(=O)CCC2)C1c1cccnc1 (stereo unspecified),-8,-0.4,-1,-1.6,-0.8,-1.7,-0.3,-1.0,-2,1.1,-2
CCOC(=O)c1cnc2c(C)cccc2c1Nc1cccc(C(=O)O)c1,1,-0.4,-8,0.6,-1.0,-1.8,0.7,-1.3,-1,0.4,-7
Cc1ccc(CN2CCSc3ccc(C(=O)NCCCN4CCOCC4)cc32)cc1,-1,-0.2,-1,0.3,-0.4,1.2,0.3,-1.3,4,0.6,i
COC(=O)C1NN=C(C(=O)c2ccc(Br)cc2)C1c1cccc(Br)c1 (stereo unspecified),4,-0.3,-45,-0.7,1.4,0.9,5.4*,-0.6,-3,-3.8,-1
OCCCc1nc2ccccc2[nH]1,5,-0.3,3,-1.4,2.0,0.5,0.7,-0.9,3,-1.5,5
CN(C)CCCN(C(=O)c1ccc(S(=O)(=O)N2CCCCCC2)cc1)c1nc2c(F)cccc2s1,-2,0.3,-3,2.1,1.4,-1.0,0.7,-1.4,-1,-1.8,-6
O=C(CSc1nnc(SCc2ccccc2Cl)s1)N/N=C/c1c[nH]c2ccccc12,-1,0.1,-8,-0.5,2.3,6.4*,-0.8,0.5,-2,0.9,-2
O=S(=O)(Nc1cccc(-c2nnco2)c1)c1ccc(F)cc1F,1,0.1,-1,-0.9,0.4,3.9,.,-1.1,-1,-1.4,-7
COCCCNC(=O)/C(C#N)=c1\s/c(=C\c2ccccc2OC(F)F)c(=O)n1CCCOC,3,0.2,9,-0.7,2.5,-1.8,0.2,-1.7,-4,-1.8,-1

# Compound activity deposited in PubChem by several laboratories.
